Source: PubChem BioAssay (National Center for Advancing Translational Sciences (NCATS))
Eya2 inh: inhibitors of human Eya2 phosphatase activity; O00167; recombinant Eya2, OMFP fluorescence dephosphorylation (OMFP is methylfluorescein phosphate); Potency, µM (titrated, usually from 76.9 µM), for the others: at the highest dose activity, negative = inhibition, usual class: inhibitors; actives 0.006% (n = 330,000); AID 488837; note: potency is the fitted concentration of half-maximal effect; % is set by controls: 0 for no effect and ±100 for the full control effect
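Eya2 protein (added as 0.2 uM solution) was preincubated with compound for 10 min at ambient temperature in 50 mM HEPES pH 7.5, 50 mM NaCl, 5 uM MgCl2, 0.05% BSA, 1 mM DTT. OMFP (added at 50 uM) then reacted 10 min; fluorescence read at 485/525 nm.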
USP2a block: USP2a (human) protease inhibition | O75604 | USP2 core, Ub-CHOP2 coupled fluorogenic reporter, 485/531 | Potency, µM (series often up to 38.3 µM), without a hit: at the highest dose activity change, negative = inhibition, most hits filed as inhibitors | actives 0.01% (n = 330,000) | AID 463254;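 note: potency is the fitted concentration of half-maximal effect; plate controls were DMSO wells for no effect and full inhibition by NEM control for full effect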
Target sequence (O75604 whole entry, looked up): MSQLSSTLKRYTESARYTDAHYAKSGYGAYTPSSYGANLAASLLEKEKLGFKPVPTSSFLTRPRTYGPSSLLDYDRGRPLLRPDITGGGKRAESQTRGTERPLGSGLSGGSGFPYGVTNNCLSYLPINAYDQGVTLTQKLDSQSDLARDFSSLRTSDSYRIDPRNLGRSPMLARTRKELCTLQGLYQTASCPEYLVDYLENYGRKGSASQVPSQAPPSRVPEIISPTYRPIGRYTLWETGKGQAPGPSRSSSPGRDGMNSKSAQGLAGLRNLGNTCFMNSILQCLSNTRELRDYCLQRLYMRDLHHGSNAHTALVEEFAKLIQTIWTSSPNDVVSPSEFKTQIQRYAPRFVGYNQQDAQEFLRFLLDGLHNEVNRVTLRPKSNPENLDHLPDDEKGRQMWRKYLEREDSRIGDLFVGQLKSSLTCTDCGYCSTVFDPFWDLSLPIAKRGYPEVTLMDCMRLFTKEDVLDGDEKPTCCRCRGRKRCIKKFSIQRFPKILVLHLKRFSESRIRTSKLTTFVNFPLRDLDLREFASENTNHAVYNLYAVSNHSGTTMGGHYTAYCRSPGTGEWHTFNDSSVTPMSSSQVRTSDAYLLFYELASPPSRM
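Cell-free coupled assay: 10nM USP2 core preincubated 30min RT with compound in Tris-HCl pH 8.0/CaCl2/CHAPS buffer, then 25nM Ub-CHOP2 and 25nM reporter substrate; fluorescence (Ex 485/Em 531) read after 60min RT, normalized to NEM inhibition, concentration-response curves fitted.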
PTAP TSG101 blk: blocks PTAP/TSG101 interaction to inhibit HIV-1 budding; Q99816; Fluorescence polarization, FITC-PTAP peptide / Tsg101 binding; Potency, µM (titrated, usually from 115 µM), without a hit: top-dose activity change, negative = inhibition, actives largely listed as inhibitors; 340,000 tested, under 10 active; AID 493005; active = well fitted inhibition curve with a large enough effect in the main read-out, with a control signal flat, not every such curve was filed as active; inconclusive = small, poorly fitted or top-dose-only effect, or effect the other way, or a change in a side signal; inactive = no such curve, though single readings can be large or run the other way; note: potency is the fitted concentration of half-maximal effect; % of control where 0% means no effect
Target sequence (Q99816 whole entry, looked up): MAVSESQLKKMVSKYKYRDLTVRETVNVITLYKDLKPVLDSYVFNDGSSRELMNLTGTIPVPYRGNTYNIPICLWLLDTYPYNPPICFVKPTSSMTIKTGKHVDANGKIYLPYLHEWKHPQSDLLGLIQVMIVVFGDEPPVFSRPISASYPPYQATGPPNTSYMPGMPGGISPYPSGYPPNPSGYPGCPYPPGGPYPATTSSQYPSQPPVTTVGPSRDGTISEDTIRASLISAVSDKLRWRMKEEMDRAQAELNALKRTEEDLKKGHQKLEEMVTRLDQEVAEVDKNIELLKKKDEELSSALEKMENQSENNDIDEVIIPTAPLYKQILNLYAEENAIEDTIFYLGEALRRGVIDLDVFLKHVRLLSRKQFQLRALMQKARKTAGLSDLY
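Tsg101 binding domain (10 uM final) was mixed with compound and a FITC-labeled PTAP peptide (50 nM final) in HEPES pH 7.5 buffer with NaCl, Tween 20, EDTA and TCEP; fluorescence polarization was read after 20 min at r.t.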
uPA surface inh: inhibitors of cell surface uPA generation; cell surface uPA generation assay, qHTS; Potency, µM (titrated, usually from 38.3 µM), for the others: at the top dose activity change, negative = inhibition, most hits filed as inhibitors; actives 0.31% (n = 330,000); AID 540303; active = well fitted inhibition curve with a large enough effect; inconclusive = small, poorly fitted or top-dose-only effect; inactive = no such curve, though single readings can be large or run the other way; tested in mouse RAW 264.7 cells; note: potency is the fitted concentration of half-maximal effect; % is set by controls: 0 for no effect and ±100 for the full control effect; nearly all actives have a fitted effect of over 55% in size
BRCA1 expr act: activators of BRCA1 expression. MCF7-BRCA1-FFLuc reporter, luminescence, 48 h; response scale: scaled: vehicle 0%, 10 µM genistein 100%. Potency, µM (series often up to 46.1 µM), without a hit: at the highest dose activation, actives largely listed as activators. actives 1.1% (n = 380,000). AID 624202; note: potency is the fitted concentration of half-maximal effect; nearly all actives have a fitted effect of over 80% in size; some results filed as inactive show a strong effect at the top dose
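Luminescence from a BRCA1-driven firefly luciferase in MCF7 cells was read after 48 h compound exposure at 37 C. Data normalized against DMSO and a 10microM genistein activation control, then curve-fitted across the titration.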
ASM inhibitor: blocks human secretory acid sphingomyelinase; P17405; placental ASM, HMU-PC fluorogenic substrate, 60 min; Potency, µM (highest dose often 57.5 µM), without a hit: at the top dose activity change, negative = inhibition, most hits filed as inhibitors; actives 0.006% (n = 340,000); AID 504937; note: potency is the fitted concentration of half-maximal effect
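Human placenta-derived ASM preincubated with compound 10 min at room temperature, then reacted with 9 uM (final) fluorogenic HMU-PC substrate for 60 min at 37 C. Stop solution raises pH to 10; fluorescence read at Ex 386/Em 447 nm.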
TRPV1 ag: activates the human vanilloid receptor TRPV1; TRPV1-expressing cells, Fluo-8 calcium influx, agonist mode; activation, % at 8.33 µM; actives 0.19% (n = 320,000); AID 540275; in the data active = activation above about 80%; inconclusive = between about 30% and that limit; note: 0% is about no effect
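TRPV1-expressing cells were cultured overnight at 35.5C and loaded with Fluo-8 calcium dye for 40 to 90 min at room temperature. After a 10 s baseline, compound was added and calcium influx was read kinetically for 3 min (ex 480/em 520 nm).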
ELG1 genotox: genotoxicity induction in ELG1-luciferase HEK293T cells; HEK293T ELG1-luciferase reporter, luminescence, 16 h; Potency, µM (doses to about 46 µM), for the others: at the highest dose activity change, positive = activation, most hits filed as activators; actives 1.3% (n = 330,000); note: potency is the fitted concentration of half-maximal effect; % of control where 0% means no effect; nearly all actives have a fitted effect of over 60% in size
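Luminescence read-out: rising ELG1-luciferase signal, reflecting elevated ELG1 protein under genetic stress, flags genotoxic compounds. Cells were treated for 16 hr at 37 °C before ONE-Glo detection.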
a7 integrin act: activators of alpha7 integrin expression for muscular dystrophy; alpha7betagal myoblasts, beta-gal FDG fluorescence, 48 h; Potency, µM (series often up to 38.3 µM), inactives show top-dose activation, most hits filed as activators; actives 0.064% (n = 350,000); AID 624291;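 note: potency is the fitted concentration of half-maximal effect; 100% = response of the positive control SU9516; nearly all actives have a fitted effect of over 60% in size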
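alpha7betagal+/- myoblasts (passage 13, 250/well) treated 48 h at 37C with compounds at 1:260 dilution of DMSO stock. Lysed, then beta-galactosidase activity read as FDG fluorescence (ex 480/em 540) after 30 min, with pre-read for autofluorescence.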
p53 reactivator: re-activators of mutant p53; Potency, µM (titrated, usually from 92.2 µM), inactives show at the top dose activity change, positive = activation, hits mostly activators; H1299 p53-A138V BP100-luciferase reporter, luminescence, 24 h; actives 0.063% (n = 320,000); note: potency is the fitted concentration of half-maximal effect; % of control where 0% means no effect; nearly all actives have a fitted effect of over 45% in size
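H1299 (p53-null), stable ts p53-A138V + BP100-Luc; 1000 cells/well, Opti-MEM/10% FBS; cpd 4 pt, 1:5; 24 h, 37 deg C, 5% CO2; detection reagent 10 min RT; luminescence.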
B2AR arrestin: beta2AR (human) beta-arrestin recruitment activity; beta-arrestin recruitment to beta2AR, cell-based reporter; Potency, µM (titrated, usually from 46.1 µM), for inactives: at the top dose activation, hits mostly activators; actives 0.02% (n = 330,000); AID 492947;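 note: potency is the fitted concentration of half-maximal effect; 0% = DMSO controls and full agonism = EC100 isoproterenol or metaproterenol; nearly all actives have a fitted effect of over 65% in size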
The depositor's hits bear a star; ? = inconclusive; · = not tested or not shown; [ ] = remark or other dose. Unless noted, calls come from the whole dose curve; as a rule, active = well fitted curve in the direction sought with a large enough effect; inconclusive = small, poorly fitted or top-dose-only effect, or another doubt; inactive = no such curve, though single readings can be large; an effect the other way counts as inactive or inconclusive.

SMILES	Eya2 inh	USP2a block	PTAP TSG101 blk	uPA surface inh	BRCA1 expr act	ASM inhibitor	TRPV1 ag	ELG1 genotox	a7 integrin act	p53 reactivator	B2AR arrestin
O=S(=O)(c1ccccc1)c1nc(-c2ccco2)oc1NCc1ccccc1	-6%	0%	2%	·	-6%	-3%	10	-3%	13%[7.66 µM]	-2%	-0.8%
CC(C)c1nc2oc3c(NCc4cccnc4)ncnc3c2c2c1CCC2	-6%	0%	-7%	-2%	0%	-3%	7	3%	4%	-1%	0.5%
CCc1nnc2n1N=C(c1cccc([N+](=O)[O-])c1)CS2	13%	-2%	-2%	5%	-12%	-7%	0	-2%	?	-1%	1.3%
CCN1C[C@@H]2[C@@H]3C(=O)N(Cc4ccccc4)C(=O)[C@@H]3[C@](Cc3ccccc3)(C1=O)N2C(=O)c1ccc(C(C)(C)C)cc1	·	·	1%	-9%	-55%	-6%	·	·	26%	·	·
O=C(CNC(=O)c1ccc(Br)o1)NNC(=O)c1ccc(Br)cc1	-7%	0%	-6%	?	-3%	6%	-4	-3%	24%	6%	0.4%
COc1cc(/C=C2/NC(=O)N(CC(=O)Nc3ccc(C)cc3)C2=O)ccc1Oc1ccc([N+](=O)[O-])cn1	-2%	1%	-2%	3%	8%	-4%	1	5%	18%	12%	0.0%
COc1ccc(CNC(=O)CN(Cc2ccccc2OC)C(=O)c2csnn2)cc1	-2%	-2%	-4%	1%	-21%	-3%	3	-7%	6%	-5%	0.3%
CCCCn1nc2cc(C(=O)NCC34CC5CC(CC(C5)C3)C4)ccc2c1OC	20%	3%	-1%	?	-30%	30%	8	-9%	-1%	8%	-0.2%
Cc1ccc(S(=O)(=O)N2CCN(C(=O)N(C)C)CC2)cc1	-8%	1%	-1%	?	1%	-2%	-2	-1%	15%	-2%	0.1%
Cn1cc(CN2CCN(Cc3ccc4c(c3)OCO4)CC2)c(-c2ccccc2F)n1	3%	2%	-11%	2%	0%	-6%	2	0%	0%	0%	-0.6%
Cc1ccc(CNC(=O)CN2C(=O)COc3ccc(C)cc32)cc1	-18%	0%	0%	1%	5%[1.84 µM]	0%	2	1%	-8%	1%	0.4%
COc1ccc(Cc2nnc(Nc3ccccc3)s2)cc1Br	-8%	2%	0%	-2%	-27%	-8%	?	0%	-15%	-6%	-0.5%
CCn1c(-c2ccc(OC)c(OC)c2)n[nH]c1=S	-1%	1%	3%	3%	-12%	6%	-3	7%	5%	-3%	0.0%
COc1ccc(NC(=O)c2cccc(N3C(=O)c4cccc([N+](=O)[O-])c4C3=O)c2)cc1	14%	2%	-4%	?	0%	-3%	7	12%	9%	4%	-0.2%
Cc1cc(C)cc(NC(=O)Nc2ccc(-n3ccc(C(F)(F)F)n3)cc2)c1	1%	-1%	1%	-8%	-8%	-2%	-4	-10%	-1%	2%	-0.7%
CC(C)C[C@@H](CN(N=O)[C@@H](Cc1ccccc1)CN(C)N=O)N(CCc1ccccc1)N=O	2%	1%	·	15%	-28%	-2%	15	-5%	-10%	-3%	-0.6%
O=C(Nc1cc(N2CCOCC2)ncn1)Nc1cccc2ccccc12	-9%	0%	-2%	8%	2%	2%	15	0%	28%	7%	-0.5%
CC(C)NC(=O)c1ccc(-c2cccc(C(F)(F)F)c2)o1	-8%	1%	-11%	3%	10%	-2%	?	1%	4%	0%	-0.1%
COc1cc(NC(=O)c2ccccc2)c(OC)cc1NC(C)=O	-8%	0%	1%	3%	-51%	0%	-4	-1%	-9%	5%	-1.1%
Cc1ccc(S(=O)(=O)N2CCC(=O)N(CCOCc3ccccc3C)CC2)cc1	-1%	-9%	-2%	3%	0%	-1%	29	-2%	7%	-3%	-1.2%
COc1ccc(-c2cc(-c3ccc(Cl)cc3)c(C#N)c(SCC(=O)O)n2)cc1	-15%	-10%	-8%	-13%	-30%	82%[activator]	-1	-15%	6%	11%	0.5%
O=C(Nc1ccccn1)C1CCN(S(=O)(=O)c2ccc3c(c2)OCCO3)CC1	-2%	3%	-5%	?	47%	4%	2	16%	11%	?	0.2%
CCN(Cc1cc2cccc(C)c2[nH]c1=O)C(=O)c1ccccc1OC	-3%	-1%	-4%	-1%	5%	0%	6	1%	8%	-1%	0.1%
Nc1nonc1-n1nnc(C(=O)N/N=C/c2cccc(O)c2)c1CN1CCCC1	-4%	-4%	-11%	1%	-4%	-3%	2	0%	?	10%	0.3%
Cc1cc(NC(=O)c2cccc(S(=O)(=O)N3CCCCCC3)c2)n(-c2ccccn2)n1	4%	4%	-5%	5%	-1%	-5%	3	-10%	-10%	5%	0.4%
Cc1ccc(C(=O)Cn2cnc3ccccc3c2=O)cc1	3%	0%	-2%	-7%	?	2%	3	?	-3%	?	0.2%
O=C(NNc1nc2cc3c(cc2s1)OCCO3)c1ccccc1	-1%	7%	-1%	0%	?	0%	-4	?	0%	5%	-0.2%
O=C(NC1CCSc2ccccc21)c1cccc(OC(F)F)c1 (centres undefined)	-5%	-1%	1%	5%	12%	2%	0	-2%	14%	12%	-0.4%
COc1ccccc1NC(=O)N(Cc1ccco1)Cc1cc2c(C)ccc(C)c2[nH]c1=O	-3%	4%	-2%	-5%	17%	-1%	2	-7%	?	-5%	4.2%
Cc1ccc(NC(=O)CCC(=O)NNC(=O)c2ccccc2Cl)c(C)c1	3%	2%	1%	1%	-4%	-4%	-2	0%	-9%	1%	-0.3%
Cn1c2ccccc2c(=O)c2ccc(-c3ccc4c(c3)OCO4)cc21	-4%	1%	·	?	?	·	22	?	-27%	?	0.3%
COc1cccc(-n2c(=O)[nH]cc(C(=O)Nc3ccc(NC(C)=O)cc3)c2=O)c1	1%	-5%	-3%	-6%	-7%	1%	-2	7%	26%	3%	-0.1%
C=C(C)C(=O)Nc1cccc(C2=NOC3(C2)C[C@@H](C(N)=O)N(C(=O)c2cc([N+](=O)[O-])cc([N+](=O)[O-])c2)C3)c1 (some centres undefined)	12%	-2%	-4%	8%	-5%	-3%	-3	-3%	-7%	6%	0.4%
Cc1cccc(-c2oc3ccc(-c4ccc5c(c4)OCO5)cc3c2C(=O)OCc2ccc(O)cc2)c1	9%	2%	-6%	8%	17%	15%	0	8%	-1%	·	0.4%
COc1ccc(NS(=O)(=O)c2coc(C(N)=O)c2)cc1Cl	-4%	-2%	0%	4%	5%	0%	-2	-2%	9%	8%	-0.4%
Cc1ccc(C2C(/C=C3/SC(=S)NC3=O)=C(c3cccs3)Oc3ccccc32)cc1 (centres undefined)	8%	3%	-1%	-7%	-55%	-13%	0	-15%	-20%	2%	0.5%
CCOc1cc(/C=N/NC(=O)CSc2nnc(C)s2)ccc1OCc1ccccc1Cl	-8%	5%	0%	6%	-7%	-3%	4	0%	-21%	24%	-0.4%
CNC[C@H]1Oc2c(NS(=O)(=O)c3ccc(OC)cc3)cccc2C(=O)N([C@H](C)CO)C[C@@H]1C	-3%	3%	-4%	14%	9%	3%	·	3%	3%	0%	-0.4%
CCCn1c(C(O)c2ccc(OC)cc2)nc2ccccc21 (centres undefined)	1%	2%	-5%	3%	21%	3%	-2	-1%	-11%	-6%	-0.4%
CCOC(=O)/C(C#N)=C/c1ccc(-c2ccsc2C(=O)OC)o1	13%	3%	?	1%	0%	10%	-2	16%	-4%	1%	0.0%
CCc1ccccc1NC(=O)CSc1nnc([C@@H](NC(=O)OC(C)(C)C)C(C)C)o1	2%	3%	2%	5%	-3%	0%	6	2%	-4%[7.66 µM]	-1%	-0.4%
COc1ccc(C2CC(=O)N3C(=C2C#N)SCC3(O)c2ccccc2)cc1 (centres undefined)	-2%	-11%	-5%	·	-53%	-1%	-2	3%	-16%	-17%	-0.1%
Cc1nnc(N/N=C/C2CC=CCC2)[nH]c1=O (centres undefined)	8%	4%	-3%	0%	-6%	9%	-1	1%	3%	-1%	?

Some of the entries so far, comma-delimited.
SMILES,Eya2 inh,USP2a block,PTAP TSG101 blk,uPA surface inh,BRCA1 expr act,ASM inhibitor,TRPV1 ag,ELG1 genotox,a7 integrin act,p53 reactivator,B2AR arrestin
Cn1c2ccccc2c(=O)c2ccc(-c3ccc4c(c3)OCO4)cc21,-4%,1%,·,?,?,·,22,?,-27%,?,0.3%
COc1cccc(-n2c(=O)[nH]cc(C(=O)Nc3ccc(NC(C)=O)cc3)c2=O)c1,1%,-5%,-3%,-6%,-7%,1%,-2,7%,26%,3%,-0.1%
